# Screening data: PubChem BioAssay, Broad Institute
# NFkB binder: binders of NF-kB p50 subunit, primary screen, biochemical, small molecule microarray, anti-His fluorescence | AID 624139, 2012 | calls only | Nuclear factor NF-kappa-B p105 subunit (Homo sapiens), P19838 | anti-His fluorescence binding | 1.3% of 17,000 active;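 active means spot fluorescence over background significantly raised, with a chance value under 7% in all four replicate spots of the compound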;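 further: probe protein is his-tagged human p50 processed subunit at 1 µg/ml; raw spot fluorescence signals with no normalization applied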
# Target sequence (P19838 1-433 limits assumed): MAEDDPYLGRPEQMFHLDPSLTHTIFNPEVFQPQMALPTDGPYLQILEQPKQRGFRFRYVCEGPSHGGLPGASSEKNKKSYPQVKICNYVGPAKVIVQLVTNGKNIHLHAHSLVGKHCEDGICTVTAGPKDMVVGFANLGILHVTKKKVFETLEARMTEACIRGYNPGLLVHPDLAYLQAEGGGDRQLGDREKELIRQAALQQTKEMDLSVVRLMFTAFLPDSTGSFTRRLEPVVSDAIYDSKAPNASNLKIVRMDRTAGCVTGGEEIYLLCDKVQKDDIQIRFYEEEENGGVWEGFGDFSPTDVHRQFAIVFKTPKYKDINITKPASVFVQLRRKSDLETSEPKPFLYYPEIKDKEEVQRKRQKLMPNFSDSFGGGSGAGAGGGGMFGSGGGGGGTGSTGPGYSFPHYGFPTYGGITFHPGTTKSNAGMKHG
# Calls only; i = inactive.
CCOc1ccc(C(C)C)cc1S(=O)(=O)n1c(C)nc2ccccc21
  NFkB binder = i
N#Cc1c(-c2ccccc2)nc(SCC(=O)Nc2ccc(Oc3ccccc3)cc2)[nH]c1=O
  NFkB binder = i
C[C@H](CO)N1C[C@H](C)[C@@H](CN(C)S(=O)(=O)c2ccc(Cl)cc2)Oc2c(NC(=O)Nc3cccc4ccccc34)cccc2C1=O
  NFkB binder = i
CCCCn1c2ccccc2c2nnc(SCCN3CCOCC3)nc21
  NFkB binder = i
Cc1noc(C)c1S(=O)(=O)N(C)C[C@@H]1OCCCC[C@@H](C)Oc2ccc(N(C)C)cc2C(=O)N([C@@H](C)CO)C[C@H]1C
  NFkB binder = i
C[C@H](CO)N1C[C@H](C)[C@H](CN(C)C(=O)C2CCCCC2)OCCCC[C@H](C)Oc2ccc(NS(C)(=O)=O)cc2C1=O
  NFkB binder = i
C[C@@H]1CCCCO[C@H](CN(C)C(=O)c2ccccc2)[C@H](C)CN([C@H](C)CO)C(=O)c2cc(NS(C)(=O)=O)ccc2O1
  NFkB binder = i
CC(C)[C@@H]1CC[C@@]2(C)[C@H](O)CC[C@@](C)(O)[C@@H]2[C@@H]1OC(=O)/C=C/c1ccccc1
  NFkB binder = i
C[C@@H]1CN([C@@H](C)CO)C(=O)Cc2cc(NS(=O)(=O)c3ccccc3)ccc2O[C@H]1CN(C)S(=O)(=O)c1cccs1
  NFkB binder = i
Cc1noc(C)c1S(=O)(=O)Nc1ccc2c(c1)C(=O)N([C@H](C)CO)C[C@H](C)[C@@H](CN(C)C)OCCCC[C@@H](C)O2
  NFkB binder = i
O=S(=O)(NCCCCCCc1ccccc1)c1cccc2c(Cl)cccc12
  NFkB binder = i
C=CC[C@@]1(C(=O)NCC(O)CO)N=C(c2ccc(OCCCO)cc2)O[C@@H]1c1ccccc1 (stereo not given in full)
  NFkB binder = i
C[C@@H]1CN([C@H](C)CO)C(=O)CCCn2cc(nn2)CO[C@@H]1CN(C)C(=O)Nc1cccc2ccccc12
  NFkB binder = i
Cn1ncc(C#N)c1NC(=O)C1CC(c2ccc(Cl)c(Cl)c2)=NO1 (stereo not given)
  NFkB binder = i
CC/C=C\C/C=C\C/C=C\C/C=C\C/C=C\CCCC(=O)O
  NFkB binder = i
C[C@@H]1CCCCO[C@@H](CN(C)C(=O)CCC(F)(F)F)[C@@H](C)CN([C@@H](C)CO)C(=O)c2cc(NS(=O)(=O)c3ccccc3)ccc2O1
  NFkB binder = i
C[C@H]1CN([C@@H](C)CO)C(=O)c2cccc(NC(=O)Nc3cccc4ccccc34)c2O[C@@H]1CN(C)C(=O)Nc1ccc(C(F)(F)F)cc1
  NFkB binder = i
Cc1noc(C)c1NC(=O)N(C)C[C@@H]1OCCCC[C@@H](C)Oc2ccc(N(C)C)cc2C(=O)N([C@@H](C)CO)C[C@H]1C
  NFkB binder = i
C[C@@H]1CN([C@@H](C)CO)C(=O)c2cc(NC(=O)CCC(F)(F)F)ccc2O[C@@H](C)CCCCO[C@@H]1CN(C)S(=O)(=O)c1cccs1
  NFkB binder = i
COc1ccc(S(=O)(=O)N(C)C[C@@H]2Oc3ncc(Br)cc3C(=O)N([C@H](C)CO)C[C@@H]2C)cc1
  NFkB binder = i
COc1ccc(CN(C)C[C@@H]2Oc3ccc(NC(=O)CCC(F)(F)F)cc3C(=O)N([C@@H](C)CO)C[C@@H]2C)cc1
  NFkB binder = i
CCN[C@H]1CN(CCCOC)S(=O)(=O)c2sc(S(N)(=O)=O)cc21
  NFkB binder = i
Cc1noc(C)c1NC(=O)Nc1cccc2c1O[C@H](CN(C)Cc1ccncc1)[C@H](C)CN([C@H](C)CO)C2=O
  NFkB binder = i
C[C@@H]1CN([C@@H](C)CO)C(=O)c2cc(NC(=O)CCC(F)(F)F)ccc2O[C@@H](C)CCCCO[C@@H]1CN(C)Cc1ccccc1
  NFkB binder = i
C=C(C(=O)O)C1C(OC(=O)/C(=C/CO)CO)CC(C)(O)C2CC(OC(C)=O)C(C)=CC12 (stereo not given)
  NFkB binder = i

# By substructure: those above with a CF3 group (5)
C[C@@H]1CCCCO[C@@H](CN(C)C(=O)CCC(F)(F)F)[C@@H](C)CN([C@@H](C)CO)C(=O)c2cc(NS(=O)(=O)c3ccccc3)ccc2O1
  NFkB binder = i
C[C@H]1CN([C@@H](C)CO)C(=O)c2cccc(NC(=O)Nc3cccc4ccccc34)c2O[C@@H]1CN(C)C(=O)Nc1ccc(C(F)(F)F)cc1
  NFkB binder = i
C[C@@H]1CN([C@@H](C)CO)C(=O)c2cc(NC(=O)CCC(F)(F)F)ccc2O[C@@H](C)CCCCO[C@@H]1CN(C)S(=O)(=O)c1cccs1
  NFkB binder = i
COc1ccc(CN(C)C[C@@H]2Oc3ccc(NC(=O)CCC(F)(F)F)cc3C(=O)N([C@@H](C)CO)C[C@@H]2C)cc1
  NFkB binder = i
C[C@@H]1CN([C@@H](C)CO)C(=O)c2cc(NC(=O)CCC(F)(F)F)ccc2O[C@@H](C)CCCCO[C@@H]1CN(C)Cc1ccccc1
  NFkB binder = i

# (cont.)
Cc1noc(C)c1S(=O)(=O)Nc1ccc2c(c1)C(=O)N([C@H](C)CO)C[C@H](C)[C@H](CN(C)C(=O)CCC(F)(F)F)OCCCC[C@@H](C)O2
  NFkB binder = i
C=CCOC(=O)C(=O)/C=C/C1CC1
  NFkB binder = i
COc1ccc(CN(C)C[C@@H]2OCCCC[C@@H](C)Oc3ccc(NC(=O)Nc4c(C)noc4C)cc3C(=O)N([C@@H](C)CO)C[C@H]2C)cc1
  NFkB binder = i
C[C@@H]1CCCCO[C@H](CN(C)S(=O)(=O)c2ccc(Cl)cc2)[C@H](C)CN([C@@H](C)CO)C(=O)c2cc(NC(=O)Nc3cccc4ccccc34)ccc2O1
  NFkB binder = i
COC(=O)c1ccccc1NC(=O)CSc1nc2ncccc2[nH]1
  NFkB binder = i
CN1C(=O)C(Cc2c[nH]c3ccccc23)NC1=S (stereo not given)
  NFkB binder = i
COc1ccc(CCN2C(=O)[C@@]3(Cc4ccccc42)c2ccccc2C(=O)N(Cc2ccccc2C(F)(F)F)[C@H]3c2ccc(CO)cc2)cc1
  NFkB binder = i
C[C@@H]1CCCCO[C@@H](CN(C)S(=O)(=O)c2cccs2)[C@@H](C)CN([C@@H](C)CO)C(=O)c2cc(NS(=O)(=O)c3cccs3)ccc2O1
  NFkB binder = i
C[C@@H]1CN([C@H](C)CO)C(=O)c2cccc(NC(=O)Nc3cccc4ccccc34)c2O[C@@H]1CN(C)C(=O)Nc1cccc2ccccc12
  NFkB binder = i
CNC[C@H]1Oc2ccc(NC(=O)CCCN(C)C)cc2CC(=O)N([C@H](C)CO)C[C@@H]1C
  NFkB binder = i
COc1ccc(S(=O)(=O)Nc2ccc3c(c2)CC(=O)N([C@H](C)CO)C[C@H](C)[C@H](CN(C)Cc2ccc(C(=O)O)cc2)O3)cc1
  NFkB binder = i
C[C@@H]1CCCCO[C@@H](CN(C)C(=O)Nc2ccc(C(F)(F)F)cc2)[C@H](C)CN([C@H](C)CO)C(=O)c2cc(NS(C)(=O)=O)ccc2O1
  NFkB binder = i
Cc1noc(C)c1NC(=O)Nc1ccc2c(c1)C(=O)N([C@@H](C)CO)C[C@@H](C)[C@H](CN(C)C(=O)Nc1c(C)noc1C)OCCCC[C@@H](C)O2
  NFkB binder = i
C[C@@H]1CN([C@H](C)CO)C(=O)c2cccc(NS(=O)(=O)c3ccc(Cl)cc3)c2O[C@@H]1CN(C)S(=O)(=O)c1cccs1
  NFkB binder = i
Cc1noc(C)c1NC(=O)Nc1ccc2c(c1)C(=O)N([C@H](C)CO)C[C@H](C)[C@H](CN(C)CC1CC1)O2
  NFkB binder = i
CNC[C@H]1Oc2c(NC(=O)c3ccc(-c4nccs4)cc3)cccc2C(=O)N([C@@H](C)CO)C[C@@H]1C
  NFkB binder = i
COc1cc2c(cc1-c1coc3c4c(ccc3c1=O)OC(C)(C)C=C4)OCO2
  NFkB binder = i
C[C@@H]1CN([C@@H](C)CO)C(=O)c2cccc(NS(C)(=O)=O)c2O[C@H]1CN(C)C(=O)Nc1ccc(C(F)(F)F)cc1
  NFkB binder = i
CC[C@H]1C(=O)CC2C3CCC4C[C@@H](O)[C@]5(O)C[C@]4(CO5)C3CC[C@@]21C (stereo not given in full)
  NFkB binder = i
CCO[C@@H]1OC(C(=O)N2CCOCC2)=C[C@H](c2ccc3c(c2)OCO3)[C@H]1CCCO
  NFkB binder = i
COc1c(O)cc2c(c1O)C(=O)OC(C)C2Oc1cc2c(c(O)c1OC)C(=O)OC(C)C2O (stereo not given)
  NFkB binder = i
Cc1nc(SCC(=O)N2CCc3ccccc32)c2c3c(sc2n1)CCCC3
  NFkB binder = i
CC(C)N1CCN(c2ccc(OC[C@H]3CO[C@](Cn4cncn4)(c4ccc(Cl)cc4Cl)O3)cc2)CC1
  NFkB binder = i
CN(CC(=O)O)S(=O)(=O)c1ccc2c(c1)OCCO2
  NFkB binder = i
C[C@@H]1CN([C@@H](C)CO)C(=O)c2cccc(NS(=O)(=O)c3ccccc3)c2O[C@@H]1CN(C)C(=O)Nc1ccc2c(c1)OCO2
  NFkB binder = i

# Next section.
smiles	NFkB binder
C[C@@H]1CN([C@H](C)CO)C(=O)Cc2cc(NC(=O)Cc3ccccc3)ccc2O[C@H]1CN(C)S(=O)(=O)c1cn(C)cn1	i
C[C@@H]1CCCCO[C@@H](CN(C)C(=O)c2ccccc2)[C@@H](C)CN([C@@H](C)CO)C(=O)c2cc(NS(=O)(=O)c3cn(C)cn3)ccc2O1	i
C[C@@H]1CN([C@@H](C)CO)C(=O)c2cc(N(C)C)ccc2O[C@H]1CN(C)C(=O)Nc1ccc(F)cc1	i
CCCn1c(=O)[nH]c2nc(-c3ccc(S(=O)(=O)O)cc3)[nH]c2c1=O	i
COC(=O)c1ccc([C@H]2C=C(C(=O)O)O[C@@H](OCc3ccc(CO)cc3)C2)cc1	i
O=c1nc2ccccc2c2n1CC(CN1CCN(c3ccccc3)CC1)N2 (stereo not given)	i
COc1ccc(CN2C(=O)C(O)(CC(=O)c3c(C)n[nH]c3C)c3ccccc32)cc1OC (stereo not given)	i
C[C@H](CO)N1C[C@H](C)[C@H](CN(C)CC2CC2)Oc2ccc(NC(=O)Nc3ccccc3)cc2CC1=O	i
CNC[C@H]1Oc2ccc(NC(=O)Nc3ccccc3)cc2CC(=O)N([C@H](C)CO)C[C@H]1C	i
CC(C)NC(=O)N(C)C[C@H]1Oc2ccc(NC(=O)CCCCCC(=O)Nc3ccccc3N)cc2CC(=O)N([C@H](C)CO)C[C@@H]1C	i
C[C@@H]1CN([C@@H](C)CO)C(=O)c2cc(NC(=O)c3ccncc3)ccc2O[C@@H](C)CCCCO[C@H]1CN(C)S(=O)(=O)c1ccc(F)cc1	i
C[C@@H]1CN([C@H](C)CO)C(=O)c2cccc(NC(=O)Nc3cccc4ccccc34)c2O[C@H]1CN(C)C(=O)Nc1ccc(C(F)(F)F)cc1	i
C[C@@H]1CN([C@@H](C)CO)C(=O)CCCn2nncc2CO[C@H]1CN(C)C(=O)Nc1ccc2c(c1)OCCO2	i
C[C@H](CO)N1C[C@H](C)[C@@H](CN(C)C)Oc2c(NC(=O)C3CCOCC3)cccc2C1=O	i
Cc1noc(C)c1NC(=O)Nc1cccc2c1O[C@@H](CN(C)C(=O)Nc1c(C)noc1C)[C@H](C)CN([C@H](C)CO)C2=O	i
C[C@@H]1CN([C@H](C)CO)C(=O)c2cccc(NS(=O)(=O)c3ccc(Cl)cc3)c2O[C@@H]1CN(C)CC1CC1	i
C[C@@H]1CN([C@@H](C)CO)C(=O)Cc2cc(NC(=O)Cn3cnnn3)ccc2O[C@H]1CN(C)Cc1ccccc1	i
Cc1ccc(C(=O)NCCNS(=O)(=O)c2ccccc2)cc1	i
CNC[C@H]1OCCCC[C@@H](C)Oc2ccc(NC(=O)Nc3ccccc3)cc2C(=O)N([C@H](C)CO)C[C@H]1C	i
C[C@@H]1CN([C@@H](C)CO)C(=O)Cc2cc(NC(=O)Nc3ccccc3)ccc2O[C@H]1CN(C)Cc1ccc(C(=O)Nc2ccccc2N)cc1	i
CNC[C@H]1Oc2ccc(NC(=O)CCC(F)(F)F)cc2C(=O)N([C@H](C)CO)C[C@H]1C	i
C[C@@H]1CN([C@@H](C)CO)C(=O)c2cc(NC(=O)Nc3ccccc3)ccc2O[C@@H](C)CCCCO[C@H]1CN(C)S(=O)(=O)c1ccccc1	i
O=C1O[C@H](c2ccccc2)[C@H](c2ccccc2)N2[C@H]1[C@@H](C(=O)Nc1nc3ccccc3s1)[C@]1(C(=O)Nc3ccc(C#CC4(O)CCCCCC4)cc31)[C@H]2c1ccc(OCCO)cc1	i
O=C(NCc1ccccc1)C1=C[C@H](c2csc3ccccc23)C[C@H](OCc2ccc(CO)cc2)O1	i
C[C@H](CO)N1C[C@H](C)[C@H](CN(C)Cc2ccncc2)OCCCC[C@H](C)Oc2ccc(N(C)C)cc2C1=O	i
C[C@@H]1CCCCO[C@H](CN(C)C(=O)C2CCCCC2)[C@@H](C)CN([C@@H](C)CO)C(=O)c2cc(NS(=O)(=O)c3cccs3)ccc2O1	i
CCCCC[C@H](O)C/C=C1/C(=O)C=C[C@@H]1C/C=C\CCCC(=O)O	i
COc1ccc(CN(C)C[C@@H]2Oc3c(NC(=O)c4cc(C)nn4C)cccc3C(=O)N([C@H](C)CO)C[C@H]2C)cc1	i
Cc1cccc(C)c1OCC(=O)Nc1cccc(C(=O)O)c1	i
COC(=O)C1=C2CC[C@H](CO)NC(=O)N[C@H](Cc3ccccc3)C(=O)NCc3cn(nn3)C[C@H](Cc3ccccc3)NC(=O)c3oc(c(C(=O)OC)c3C(=O)OC)CC[C@H](CO)NC(=O)N[C@H](Cc3ccccc3)C(=O)NCc3cn(nn3)C[C@H](Cc3ccccc3)NC(=O)C(=C1C(=O)OC)O2	i
Cc1ccc(S(=O)(=O)c2ccc(Cl)cc2)cc1S(=O)(=O)Nc1ccc(C(=O)O)cc1	i
COC(C)(C)CCCC(C)C/C=C/C(C)=C/C(=O)O (stereo not given)	i
CCCC(O)C#Cc1cnc2c(c1)C(=O)N([C@H](C)CO)C[C@H](C)[C@H](CN(C)S(=O)(=O)c1cn(C)cn1)O2 (stereo not given in full)	i
COc1ccc(CC(=O)Nc2ccc(NC(=O)c3ccco3)cc2)cc1OC	i
C[C@@H]1CN([C@@H](C)CO)C(=O)c2cccc(NC(=O)Nc3ccc(C(F)(F)F)cc3)c2O[C@@H]1CN(C)CC1CC1	i

# These rows are one share of the data, so the mix of outcomes need not match the whole.
